Source: PubChem
HEK293 tox: cytotoxic in the GLP-1 receptor inverse agonist counter-screen. Potency, µM (titrated, usually from 38.3 µM), without a hit: at the highest dose activity change, negative = inhibition, usual class: inhibitors. HEK293 cAMP-luciferase reporter cells, luminescence, 24 h. hit rate 0.13% among 410,000;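 note: loss of luciferase light is scored as toxicity; potency is the fitted concentration of half-maximal effect; % is set by controls: 0 for no effect and ±100 for the full control effect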
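Compound-treated cells are incubated 24 hr at 37 deg C under 5% CO2 after a 12 hour attachment period, then luciferase detection reagent is added and luminescence is measured following 12 min at room temperature; lowered signal indicates toxicity.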
GLP1R ag: GLP-1 receptor (human) agonism | P43220 | HEK293 GLP-1R CRE-luciferase, luminescence, 4-6 h; cells express a hypersensitive GLP-1R form | Potency, µM (series often up to 45.6 µM), for the others: at the top dose activation, usual class: activators | hit rate 0.007% among 380,000; note: potency is the fitted concentration of half-maximal effect; % of control where 0% means no effect
PI5P4K alpha inh: blocks human PI5P4K alpha kinase activity. PI5P4Kalpha enzyme, ADP-Glo luminescence, 60 min; active compounds read low. max response, %. hit rate 1.2% among 330,000. AID 652105; active = max response of -50% or lower; inconclusive = between -30% and -50%; inactive = -30% or higher; note: value at the top dose of about 77 µM; % is set by controls: 0 for no effect and ±100 for the full control effect
Target sequence (P48426 whole entry, looked up): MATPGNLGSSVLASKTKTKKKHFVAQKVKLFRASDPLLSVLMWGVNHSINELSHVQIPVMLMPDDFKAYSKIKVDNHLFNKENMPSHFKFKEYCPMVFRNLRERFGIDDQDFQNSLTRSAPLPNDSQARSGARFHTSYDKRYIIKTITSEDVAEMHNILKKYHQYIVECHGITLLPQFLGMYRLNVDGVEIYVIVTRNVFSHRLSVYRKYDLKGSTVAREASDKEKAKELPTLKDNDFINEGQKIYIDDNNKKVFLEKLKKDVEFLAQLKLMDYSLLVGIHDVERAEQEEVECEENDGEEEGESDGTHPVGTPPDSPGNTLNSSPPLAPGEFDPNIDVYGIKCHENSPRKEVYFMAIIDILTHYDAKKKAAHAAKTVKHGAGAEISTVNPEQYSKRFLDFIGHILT
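ADP-Glo luminescence end-point after a 60 min room-temperature kinase reaction. PI5P4Kalpha and substrate in HEPES pH 7.4 buffer with EGTA, 0.1% CHAPS and 5% DMSO; ATP at 5 microM final.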
DRD3 antagonist: D3 dopamine receptor (human) antagonism; P35462; D3R cells, DiscoveRx beta-arrestin luminescence, antagonist mode; active compounds read low; max response, negative = inhibition, %; hit rate 2.5% among 360,000; AID 652054; in the data active = max response below about -50%; inconclusive = no clear call, values can overlap the other calls; note: % is set by controls: 0 for no effect and ±100 for the full control effect; mostly tested at two doses, the higher about 12 µM
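Cells expressing the human receptor were seeded at 1500 cells/well, incubated overnight at 37 degrees C in 5% CO2, then exposed to library compounds with dopamine controls for 90 minutes at 37 degrees C before luminescent detection.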
D3 ag: agonists of human D3 dopamine receptor. hit rate 0.58% among 410,000. max activation, %. D3R DiscoveRx beta-arrestin cells, luminescence, 90 min; in the data active = max activation above about 30%; note: 0% is about no effect; mostly tested at two doses, the higher about 12 µM
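Cells at 1500/well, incubated overnight, then treated with pinned compounds (dopamine as control) for 90 min at 37 degrees C. DiscoveRx reagent added for 30 - 60 minutes at room temperature; luminescence read.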
GLP-1R inv ag: acts as inverse agonist at human GLP-1 receptor | P43220 | HEK293 GLP-1R CRE-luciferase, luminescence, 24 h; GLP-1R form is constitutively active | Potency, µM (top dose mostly 38.3 µM), for the others: at the highest dose activity change, negative = inhibition, usual class: inhibitors | hit rate 1.6% among 410,000 | AID 624417; note: potency is the fitted concentration of half-maximal effect; % is set by controls: 0 for no effect and ±100 for the full control effect; nearly all actives have a fitted effect of over 55% in size
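GLP-1R inverse agonism mode: basal reporter luminescence in engineered HEK293 cells measured after one day of compound exposure at 37 deg C, with a 12 min room-temperature detection step.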
WRN helicase inh: inhibitors of human WRN helicase; WRN helicase unwinding, fluorescent forked duplex, kinetic; Potency, µM (highest dose often 114 µM), for the others: top-dose activity change, negative = inhibition, usual class: inhibitors; AID 651768; hit rate 0.46% among 360,000; note: potency is the fitted concentration of half-maximal effect; % is set by controls: 0 for no effect and ±100 for the full control effect; nearly all actives have a fitted effect of over 55% in size
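Kinetic red-fluorescence monitoring (525/598 nm) tracks WRN helicase activity after 100 nM fluorophore-quencher forked duplex and 2 mM ATP are added to 20 nM enzyme pretreated 15 min at room temperature with compound.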
IL-2 act: activators of IL-2; AID 652025; activation, % (series mostly up to about 46 µM); IL-2 activation reporter assay, cell-based qHTS; stimulated with anti-CD3/CD4/CD28 beads; in transgenic mouse T cells; hit rate 0.065% among 360,000; in the data active = activation above about 50%; inconclusive = mostly about 30% to 49%; note: 0% is about no effect
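Unstimulated transgenic mouse T cells, 750 per well, received compound and, after 60 minutes, anti-CD3/anti-CD4 bead plus anti-CD28 stimulation. EGFP and DsRed were quantified after 18 hours.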
PLK1 PBD block: PLK1 (human) polo-box domain binding inhibition; P53350; Plk1 PBD binding of FITC phosphopeptide, fluorescence polarization; Potency, µM, for the others: max response, negative = inhibition, hits mostly inhibitors; hit rate 2.8% among 360,000; AID 720504; note: potency is the fitted concentration of half-maximal effect; series mostly up to about 57 µM; % is set by controls: 0 for no effect and ±100 for the full control effect; nearly all actives have a fitted effect of over 65% in size
Target sequence (P53350 whole entry, looked up, the tested form may be a part): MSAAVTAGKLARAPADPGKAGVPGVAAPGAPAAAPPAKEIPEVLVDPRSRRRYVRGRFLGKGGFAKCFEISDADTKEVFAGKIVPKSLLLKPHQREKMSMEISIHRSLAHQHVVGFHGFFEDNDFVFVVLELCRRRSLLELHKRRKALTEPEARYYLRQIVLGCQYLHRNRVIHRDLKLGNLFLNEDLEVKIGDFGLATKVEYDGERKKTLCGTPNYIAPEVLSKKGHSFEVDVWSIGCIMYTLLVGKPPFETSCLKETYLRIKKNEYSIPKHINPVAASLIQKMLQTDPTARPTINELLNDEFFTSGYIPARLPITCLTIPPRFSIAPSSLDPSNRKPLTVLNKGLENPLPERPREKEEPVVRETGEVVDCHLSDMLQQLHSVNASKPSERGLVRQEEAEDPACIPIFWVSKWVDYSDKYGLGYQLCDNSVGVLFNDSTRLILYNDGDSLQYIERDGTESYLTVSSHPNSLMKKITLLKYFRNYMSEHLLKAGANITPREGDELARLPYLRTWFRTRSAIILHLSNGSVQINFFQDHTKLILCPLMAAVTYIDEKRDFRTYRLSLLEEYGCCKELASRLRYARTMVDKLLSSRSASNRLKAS
Active calls of the source: *; ? = inconclusive; . = not tested or not shown; [ ] = remark or other dose. Unless noted, calls come from the whole dose curve; as a rule, active = well fitted curve in the direction sought with a large enough effect; inconclusive = small, poorly fitted or top-dose-only effect, or another doubt; inactive = no such curve, though single readings can be large; an effect the other way counts as inactive or inconclusive.

SMILES	HEK293 tox	GLP1R ag	PI5P4K alpha inh	DRD3 antagonist	D3 ag	GLP-1R inv ag	WRN helicase inh	IL-2 act	PLK1 PBD block
Cc1cccc(-n2ccnc2SCC(=O)Nc2nc3ccccc3s2)c1	1%	16%	.	.	-1	?	.	.	.
O=C(Nc1cccc(O)c1)c1ccccc1[N+](=O)[O-]	-12%	-1%	0	10	1	3%	-1%	-0.8	5%
Cc1ccc(C)c(S(=O)(=O)N2CCN(C(=O)CSc3ccccc3F)CC2)c1	5%	-6%	12	2	-4	?	-2%	-1.4	-2%
COc1ccc(NC(=O)c2n[nH]c(=O)c3ccccc23)cc1S(=O)(=O)N1CCCCC1	-25%	2%	-12	-9	-2	14%	-36%[57.1 µM]	-1.2	-5%
N#Cc1ccccc1S(=O)(=O)Nc1ccc2c(c1)OCCO2	-6%	-3%	-7	-19	-3	-5%	-28%	0.1	-11%
COc1cc(SC)ccc1C(=O)N(Cc1ccccc1)c1ccccn1	10%	5%	2	1	1	-4%	-5%	0.1	1%
O=C(c1ccc(Cl)c(S(=O)(=O)N2CCOCC2)c1)N(c1ccccn1)C1CCCCC1	5%	5%	3	11	4	-25%	1%	-0.1	-4%
CC(=O)Nc1c(-c2ccc3ccccc3c2)nc2ccccn12	-3%	9%	2	0	-13	16%	1%	-1.5	-8%
CCN(CC(=O)NCc1cccs1)C(=O)/C=C/c1ccc(Cl)c(Cl)c1	-20%	13%	-1	8	3	?	5%	-5.1	0%
O=C(Cc1ccccc1)O/N=C1\CCCc2ccccc21	5%	2%	-6	-3	3	-19%	4%	-0.3	-19%

Of the compounds above, these have an aryl thioether with sulfur outside any ring:
SMILES	HEK293 tox	GLP1R ag	PI5P4K alpha inh	DRD3 antagonist	D3 ag	GLP-1R inv ag	WRN helicase inh	IL-2 act	PLK1 PBD block
Cc1cccc(-n2ccnc2SCC(=O)Nc2nc3ccccc3s2)c1	1%	16%	.	.	-1	?	.	.	.
Cc1ccc(C)c(S(=O)(=O)N2CCN(C(=O)CSc3ccccc3F)CC2)c1	5%	-6%	12	2	-4	?	-2%	-1.4	-2%
COc1cc(SC)ccc1C(=O)N(Cc1ccccc1)c1ccccn1	10%	5%	2	1	1	-4%	-5%	0.1	1%

Later entries
SMILES	HEK293 tox	GLP1R ag	PI5P4K alpha inh	DRD3 antagonist	D3 ag	GLP-1R inv ag	WRN helicase inh	IL-2 act	PLK1 PBD block
CCOc1ccc(NC(=O)Nc2ccccc2C(N)=O)cc1	3%	1%	0	-7	-8	7%	-2%	-2.6	-15%
CCn1c(CSc2nnc(-c3ccc4c(c3)OCO4)o2)nc2cc(S(=O)(=O)N(C)C)ccc21	-24%	5%	-26	-2	-5	-4%	4%	3.5	-16%
CC(C)(C)N/N=C/c1c(O)n(-c2ccc(Cl)cn2)c(=O)c2ccccc12	37%[activator]	-20%	-5	6	6	23%	1%	0.0	-11%
O=C(OCC(=O)N1CCCc2ccccc21)c1ccc(Br)o1	13%	-2%	9	?	-1	2%	-8%	-0.3	-6%
C=CCNC(=O)NC(=O)COC(=O)/C(C#N)=C/c1ccc(OC)cc1	11%[7.66 µM]	-1%	-8	11	4	3%[7.66 µM]	8%	-0.3	0%
Cc1onc(-c2ccccc2)c1-c1csc(N/N=C/c2ccccc2)n1	-12%	7%	3	17	6	?	-10%	-0.3	0%
COc1ccccc1/C=N/OC(=O)c1ccc(C)cc1	9%[7.66 µM]	0%	4	-4	2	1%[7.66 µM]	6%	0.4	-5%
O=C(NNC(=O)c1ccco1)c1cccc(Br)c1	4%	0%	-4	-8	13	32%	1%	-2.6	1%
COC(=O)c1ccccc1NC(=O)C1CCC(=O)N1S(=O)(=O)c1ccc(C)cc1 (stereo unspecified)	-12%	-12%	.	7	3	?	7%	-2.1	5%
O=C(COc1ccc(Cl)cc1Cl)N(c1ccccn1)C1CCCCC1	-7%	9%	3	-3	8	?	-6%	5.1	-8%
NC(=S)N/N=C/c1coc2ccc(O)cc2c1=O	-4%	-7%	-72*	25	4	-3%	-4%	-0.2	0%
O=C(N/N=C/c1cc(Cl)cc([N+](=O)[O-])c1O)C1CC1	-6%	-4%	-26	-57*	-19	?	1%	-0.5	-12%
CN(c1ccccc1)S(=O)(=O)c1cccc(NC(=O)CSc2nnc(N)s2)c1	-1%	-1%	-13	6	-1	1%	6%	0.1	-11%
O=C1NC(=S)S/C1=C\c1coc2ccccc2c1=O	-5%	-6%	-73*	-18	-1	1%	-22%	0.3	?
O=C(c1cccs1)N1CCN(c2nc3c(F)cc(F)cc3s2)CC1	-7%	22%	3	0	4	1%	?	-0.6	-12%
O=c1cc(CN2CCN(c3cccc(C(F)(F)F)c3)CC2)nc2sccn12	-7%	2%	-11	-19	-16	-29%	8%	0.0	-22%
CCn1c(=O)c2ccccc2n(Cc2cccc(C)c2)c1=O	-4%	2%	11	-14	-3	?	0%	0.9	-10%
CC(C)N(O)C(=O)NC(C)(C)C	-1%	-2%	-6	17	2	7%	-14%	-4.0	-4%
S=C(NCc1ccc2c(c1)OCO2)NCc1ccco1	-9%	8%	-7	7	-1	-20%	4%	4.0	-17%
CCc1nc2ccc(C(=O)Nc3ccc4c(c3)OCC(=O)N4)cn2c1N(C)Cc1nccn1C	1%	15%	7	-2	2	44%[activator]	-5%	0.6	-2%
CCNc1nc(N)nc(Oc2ccc(OCCOc3ccccc3)nn2)n1	5%	28%	.	-17	2	125%[activator]	-2%	-0.9	-1%
CCOC(=O)NN1C(=O)c2ccccc2NC1c1ccccc1F (stereo unspecified)	22%	-9%	0	-11	-6	-1%	4%	0.2	-9%
CC1CCc2nc(NC(=O)CSc3nc4ccccc4o3)sc2C1 (stereo unspecified)	-14%	-8%	1	52	5	?	-9%	0.0	-7%
O=C(NCc1ccco1)c1cccc(S(=O)(=O)N2CCCCC2)c1	0%	-14%	-21	25	-3	-5%	-25%	-3.3	-11%
COCCn1c(SC(C)C(=O)NC2CCCCC2C)nc2ccccc2c1=O (stereo unspecified)	1%	1%	9	-8	-7	17%	-6%	0.8	-12%
S=C(NC1CCCCC1)NC1CC2CCC(C1)N2Cc1ccccc1 (stereo unspecified)	-16%	-2%	2	-79*	-18	?	-1%	-0.9	-11%
Cc1ccnc(-n2c(C)cc(/C=N/NC(=O)COc3cccc4cccnc34)c2C)c1	23%	6%	-1	-13	-16	31%[activator]	-32%	-0.7	-3%
CCCCC(=O)Nc1ncc2c(n1)CC(C)(C)CC2=O	-14%	-6%	4	6	3	5%	2%	-0.6	-8%
CCC(C)(C)C1CCC2(CC1)NC(=O)N(CC(=O)N1CCN(S(=O)(=O)c3cc(C)ccc3C)CC1)C2=O (stereo unspecified)	2%	-6%	5	-4	1	-15%	-5%	0.4	-3%
COc1ccc(NC(=O)N2CCC(c3ccccc3)C2)c(OC)c1 (stereo unspecified)	-24%	2%	-3	-23	2	-24%	-1%	-2.0	4%

Two entries drawn at random from the list so far:
SMILES	HEK293 tox	GLP1R ag	PI5P4K alpha inh	DRD3 antagonist	D3 ag	GLP-1R inv ag	WRN helicase inh	IL-2 act	PLK1 PBD block
CCNc1nc(N)nc(Oc2ccc(OCCOc3ccccc3)nn2)n1	5%	28%	.	-17	2	125%[activator]	-2%	-0.9	-1%
CC1CCc2nc(NC(=O)CSc3nc4ccccc4o3)sc2C1 (stereo unspecified)	-14%	-8%	1	52	5	?	-9%	0.0	-7%

(list continues)
SMILES	HEK293 tox	GLP1R ag	PI5P4K alpha inh	DRD3 antagonist	D3 ag	GLP-1R inv ag	WRN helicase inh	IL-2 act	PLK1 PBD block
CC1(C)CC(=O)c2cc(C(=O)O)c(=O)n(-c3ccccc3)c2C1	3%	-7%	0	-4	-3	0%	10%	-2.9	-11%
Cc1ccc(S(=O)(=O)N2CCC[C@H]2C(=O)OC(C)C(=O)Nc2ncc(Cl)cc2Cl)cc1 (stereo partly specified)	1%	4%	4	21	1	16%	-11%	-0.6	-25%
Cc1ccc(CN2CCN(/N=C/c3sccc3C)CC2)c(C)c1	-8%	1%	-1	?	-13	?	7%	-0.3	-8%
Cc1cc(C)nc(N2CCC(C(=O)O)CC2)n1	17%	5%	-3	-3	2	0%	-13%	-0.2	-11%
O=C(CCSc1nccn1Cc1ccccc1)N1CCOCC1	-12%	-12%	.	23	0	0%	4%	1.5	-5%
CC1CCN(CCc2nc3cc(NC(=O)COc4ccc(Cl)cc4)ccc3n2C)CC1	?	17%	8	?	-20	?	8%	-2.7	-29%
CNc1ccn(C2CCCO2)c(=O)n1 (stereo unspecified)	-7%	1%	-9	-4	-1	1%	-9%	-0.3	-6%
O=C(NC(=O)c1cccc(F)c1)Nc1nc(-c2ccc(F)cc2)cc(C(F)(F)F)n1	8%	7%	11	-20	4	31%[activator]	-1%	-0.9	-19%
COc1nc(-c2cccc([N+](=O)[O-])c2)nc2ccccc12	-3%	-1%	-4	11	21	6%	1%	0.6	1%
COc1cccc(/C=N/n2nnnc2N)c1	1%	-2%	1	5	-2	4%	11%	2.0	1%
COc1ccc(N2CCN(C(=O)CSc3nnc(COc4cccc5cccnc45)o3)CC2)cc1	-3%	-3%	.	21	3	0%	-4%	0.1	-4%
COc1ccc(SCCc2ccncc2)cc1	-2%	2%	2	-2	-7	13%	0%	0.6	-27%
O=C(NC1CCCC1)c1cc2nc(-c3ccco3)cc(C(F)(F)F)n2n1	19%	11%	-2	-9	-11	-8%	-2%	-4.0	-3%
OCCCc1n[nH]c(=S)n1-c1ccccc1	4%	2%	3	9	0	20%	10%	0.1	-4%
O=C(COC(=O)CNC(=O)c1ccccc1)NC1CCCC1	-1%	2%	-2	14	4	17%	-6%	0.9	-1%
COc1ccc(C)cc1N(C(=O)CNC(=O)c1ccco1)C(C(=O)NCC1CCCO1)c1ccccc1 (stereo unspecified)	-4%	0%	-3	-19	-10	13%	8%	0.3	-6%
c1cncc(-c2nnc(-c3cccnc3)nn2)c1	?	-17%	-22	?	-10	?	-11%	-2.5	6.7µM*
COc1ccccc1/C=C/C=N/NC(=O)CN1CCN(S(=O)(=O)c2ccc(C)cc2)CC1	-12%	0%	1	6	3	-15%	-13%	0.6	1%
CN(C)/C=C1\SC(=S)N(N2C(=O)C3C4C=CC(C4)C3C2=O)C1=O (stereo unspecified)	?	-1%	-2	13	1	-3%	-13%	-0.4	-10%
COc1ccc(CCNC(=O)/C=C/C(=O)O)cc1OC	-7%	-5%	0	10	2	21%	3%	2.9	-14%
